Assay outcomes from PubChem BioAssay.
BLM inh: blocks DNA unwinding by human BLM helicase; actives 0.2% (n = 350,000); AID 2528; P54132; recombinant BLM DNA unwinding, fluorescence dequenching; Potency, µM (doses to about 56.1 µM), for inactives: top-dose activity change, negative = inhibition, usual class: inhibitors;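 note: potency is the fitted concentration of half-maximal effect; plate controls were vehicle for no effect and no enzyme for full effect; nearly all actives have a fitted effect of over 35% in size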
APEX1 inh: APE1 (human) endonuclease inhibition; recombinant APE1, TAMRA/BHQ-2 abasic DNA cleavage fluorescence; P27695; Potency, µM (titrated, usually from 65.8 µM), inactives show at the top dose activity change, negative = inhibition, hits mostly inhibitors; actives 0.35% (n = 350,000); AID 2517;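 note: potency is the fitted concentration of half-maximal effect; plate controls were vehicle for no effect and reference inhibitor for full effect; nearly all actives have a fitted effect of over 55% in size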
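Compound pre-exposure to 0.75 nM APE1, 15 min at ambient temperature. Reaction initiated with 50 nM TAMRA/BHQ-2 THF substrate, read immediately in kinetic mode, 525 nm excitation, 598 nm emission.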
RXFP1 antag: antagonists of human relaxin receptor RXFP1; Q9HBX9; HEK293-RXFP1, relaxin-stimulated cAMP HTRF, 30 min; stronger effect = lower value; activity change, negative = inhibition, % at 57.5 µM; actives 0.59% (n = 350,000);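 active = activity change of -60% or lower, but not beyond a set lower limit; inconclusive = change between -60% and -40%, or beyond the set limit; inactive = change above -40%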; note: % is set by controls: 0 for no effect and ±100 for the full control effect
Tb PGK inh: inhibitors of T. brucei phosphoglycerate kinase | P07378 | PGK/GAPDH coupled, Kinase-Glo luminescence, 60 min | Potency, µM (titrated, usually from 57.5 µM), without a hit: top-dose activity change, negative = inhibition, usual class: inhibitors | actives 0.043% (n = 380,000); note: potency is the fitted concentration of half-maximal effect; % is set by controls: 0 for no effect and ±100 for the full control effect; nearly all actives have a fitted effect of over 60% in size
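Luminescent ATP detection (Kinase-Glo Plus) follows a 60-minute room-temperature incubation, with wells lacking PGK as controls. Buffer: 100 mM TEA (pH 7.6), 5 mM MgCl2, 0.01% Tween-20. Coupling enzyme GAPDH (100 nM final) supplies unstable 1,3-BPG in-well.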
Pol beta inh: DNA polymerase beta (human) inhibition | Potency, µM (doses to about 114 µM), for the others: top-dose activity change, negative = inhibition, most hits filed as inhibitors | AID 485314 | P06746 | Pol beta primer extension/strand displacement, fluorescence kinetic | actives 1.3% (n = 340,000); note: potency is the fitted concentration of half-maximal effect; % is set by controls: 0 for no effect and ±100 for the full control effect
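Kinetic readout of DNA synthesis with strand displacement by Pol beta. Compound and 10 nM enzyme sit 15 min at room temperature; 50 nM substrate starts the reaction, read immediately and at 10 min.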
Pol iota inh: inhibitors of human DNA polymerase iota. Q9UNA4. Pol iota fluorescent replication assay, 10 min. AID 588590. actives 1% (n = 390,000). Potency, µM (highest dose often 115 µM), for the others: at the highest dose activity, negative = inhibition, hits mostly inhibitors; note: potency is the fitted concentration of half-maximal effect
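Pol iota at 10 nM preincubated 15 min with compounds at room temperature; reaction started with fluorescent substrate, 50 nM final. Fluorescence read kinetically at 0 and 10 min; buffer-only wells as negative control.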
Anesthetic bind: candidate novel general anesthetic via apoferritin binding; P02791; apoferritin/1-aminoanthracene competitive binding, fluorescence; Potency, µM (highest dose often 77.5 µM), without a hit: at the highest dose activity change, negative = displacement, actives largely listed as inhibitors; actives 0.074% (n = 350,000); AID 485281; note: potency is the fitted concentration of half-maximal effect; % is set by controls: 0 for no effect and ±100 for the full control effect; nearly all actives have a fitted effect of over 20% in size
Target sequence (P02791 2-175 limits assumed): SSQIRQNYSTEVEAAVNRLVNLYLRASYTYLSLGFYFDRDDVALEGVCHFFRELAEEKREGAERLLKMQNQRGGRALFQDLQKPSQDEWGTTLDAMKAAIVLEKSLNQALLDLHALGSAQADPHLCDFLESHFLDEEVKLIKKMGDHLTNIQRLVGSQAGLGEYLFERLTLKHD
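In PBS, apoferritin at 10 uM is loaded with 1-AMA from a 50% saturated solution. After 10 min of compound exposure at ambient temperature, reduced 535 nm fluorescence indicates probe displacement.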
POLK inh: inhibitors of human DNA polymerase kappa; Q9UBT6; actives 0.53% (n = 400,000); Potency, µM (doses to about 107 µM), for the others: at the highest dose activity, negative = inhibition, most hits filed as inhibitors; purified Pol kappa, fluorescent DNA synthesis assay, 10 min; note: potency is the fitted concentration of half-maximal effect; % is set by controls: 0 for no effect and ±100 for the full control effect
Target sequence (Q9UBT6 whole entry, looked up): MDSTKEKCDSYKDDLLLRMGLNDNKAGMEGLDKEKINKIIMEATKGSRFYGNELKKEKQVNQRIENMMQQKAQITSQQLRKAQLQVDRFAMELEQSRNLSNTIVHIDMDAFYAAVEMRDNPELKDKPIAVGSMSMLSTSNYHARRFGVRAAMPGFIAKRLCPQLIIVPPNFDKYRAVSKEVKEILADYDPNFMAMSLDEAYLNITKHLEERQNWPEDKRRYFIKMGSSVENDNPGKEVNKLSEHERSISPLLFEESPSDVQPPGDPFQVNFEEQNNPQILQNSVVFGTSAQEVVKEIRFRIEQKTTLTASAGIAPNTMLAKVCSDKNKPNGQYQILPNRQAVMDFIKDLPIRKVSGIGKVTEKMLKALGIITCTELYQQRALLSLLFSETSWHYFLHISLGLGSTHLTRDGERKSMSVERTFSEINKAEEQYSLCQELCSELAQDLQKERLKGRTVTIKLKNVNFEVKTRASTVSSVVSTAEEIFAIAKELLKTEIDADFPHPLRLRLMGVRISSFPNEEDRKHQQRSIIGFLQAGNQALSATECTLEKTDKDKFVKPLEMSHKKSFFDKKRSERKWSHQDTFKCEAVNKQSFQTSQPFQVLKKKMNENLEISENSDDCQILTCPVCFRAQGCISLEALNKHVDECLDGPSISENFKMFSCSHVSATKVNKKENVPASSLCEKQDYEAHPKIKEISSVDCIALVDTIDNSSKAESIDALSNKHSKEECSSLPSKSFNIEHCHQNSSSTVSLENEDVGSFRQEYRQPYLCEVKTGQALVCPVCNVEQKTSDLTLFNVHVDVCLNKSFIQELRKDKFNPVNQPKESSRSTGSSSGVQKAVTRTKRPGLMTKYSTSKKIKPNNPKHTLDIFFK
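Pol kappa 10 nM + cpd, 15 min RT; start w/ substrate 50 nM final; fluorescence kinetic read, 0 and 10 min. Neg ctrl: buffer, no enzyme.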
POLH inh: DNA polymerase eta (human) inhibition; AID 588591; Potency, µM (highest dose often 114 µM), for the others: at the top dose activity change, negative = inhibition, usual class: inhibitors; recombinant Pol eta, fluorescent DNA replication assay; actives 1.2% (n = 390,000); note: potency is the fitted concentration of half-maximal effect; % is set by controls: 0 for no effect and ±100 for the full control effect
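Fluorescent replication assay: 50 nM final substrate added after a 15 min room-temperature compound preincubation with 10 nM enzyme. Signal taken at 0 min and again at 10 min.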
The depositor's hits bear a star; i = inactive; ? = inconclusive; . = no result given; & = joins results of further samples; [ ] = another dose, or the depositor's remark. Unless noted, calls come from the whole dose curve; as a rule, active = well fitted curve in the direction sought with a large enough effect; inconclusive = small, poorly fitted or top-dose-only effect, or another doubt; inactive = no such curve, though single readings can be large; an effect the other way counts as inactive or inconclusive. Only part of the results is shown; rates above refer to the full screens.

SMILES	BLM inh	APEX1 inh	RXFP1 antag	Tb PGK inh	Pol beta inh	Pol iota inh	Anesthetic bind	POLK inh	POLH inh
Cc1c(NC(=O)CN2C(=O)NC(C)(c3ccccc3)C2=O)c(=O)n(-c2ccccc2)n1C (stereo not drawn)	0%	2%	-5	i	11%	13%	-5%	-2%	-14%
COc1ccc(C)cc1S(=O)(=O)N(C)CC(=O)N1CCN(c2ccccc2)CC1	-2%	-7%	-10	i	4%	5%	-11%	-28%	-6%
O=[N+]([O-])c1ccccc1SNc1ccccn1	0%	-2%	-7	i	30%	-1%	?	-10%	-17%
O=C(CCn1c(=O)[nH]c2ccsc2c1=O)N(CCc1ccccc1)Cc1ccccc1	-6%	-5%	-15	i	3%	-6%	?	2%	-15%
NC(=O)Cn1c(=O)n(CCC(=O)Nc2ccc(F)cc2)c(=O)c2sccc21	3%	30%	10	-5%	2%	2%	-2%	4%	-17%
CCOc1ccc(CCNc2nc3c(-c4ccc(C)cc4)nnn3c3ccccc23)cc1OCC	-8%	.	.	-8%	2%	34%[activator]	60%[activator]	-6%	-17%
CCN1CCCC1CN(Cc1cc2ccc(C)cc2[nH]c1=O)C(=S)Nc1ccc(F)cc1 (stereo not drawn)	3%	2%	-4	-2%	-12%	-17%	-14%	-3%	-10%
O=C(NCc1ccccc1Cl)c1cnc2sc(N3CCOCC3)nn2c1=O	0%	.	1	-15%	10%	-7%	-5%	24%	4%
Cc1ccc(CNC(=S)N(C)C)cc1	-2%	17%	-9	-7%	22%	30%	-5%	-1%	-1%
Cc1ccc(CNC(=O)c2oc3ccc(S(=O)(=O)N4CCC(C)CC4)cc3c2C)cc1	-7%	.	-8	i	23%	21%	-2%	-4%	-13%
OC1CCN(c2c3c(nc4cc(-c5ccc(F)cc5)nn24)CCC3)CC1	-1%	-8%	6	-7%	59%	3%	-16%	-11%	6%
O=c1nc(NC2CCCC2)ccn1Cc1cccc(Br)c1	-18%	2%	7	-7%	0%	25%	-14%	-12%	-5%
CNc1nc(Cl)c(SC)c(N2CCOCC2)n1	-9%	-3%	7	-7%	2%	-9%	-4%	-10%	-16%
COc1cc2nc(NCCC(C)C)n3nc(-c4ccccc4)nc3c2cc1OC	-4%	.	.	-2%	4%	-29%	7%	2%	-3%
Cc1ccc(-c2ccc(CCC(=O)O)n2-c2ccc(C(=O)O)cc2)cc1	0%	-13%	2	-7%	11%	-12%	3%	0%	4%
CCN1/C(=C2\OC(=S)N(C)C2=O)C=Cc2ccccc21	-6%	?	0	4%	-1%	.	-5%	0%	-4%
COc1ccc(CCNC(=O)C2CCN(c3ccc(N4CCOCC4)nn3)CC2)c(OC)c1	-3%	-4%	.	-2%	-3%	8%	184%[activator]	18%	-12%
CCn1c(SCC(=O)NNC(=O)c2ccc(OC)cc2)nnc1C(C)C	-4%	25%[12.4 µM]	-1	-1%	1%	70%[activator]	-8%	7%	-19%
CCOc1cc(S(=O)(=O)Nc2ccccn2)ccc1F	1%	15%	3	i	0%	13%	5%	-7%	-7%
CCc1cc(=O)oc2cc(C)cc(OCC(=O)NCC3CCC(C(=O)O)CC3)c12 (stereo not drawn)	1%	22%	.	3%	7%	12%	-1%	8%	-10%
CCOc1ccc(/C=C/C(=O)c2c(O)cc(C)oc2=O)cc1	-7%	-13%	-18	-11%	-5%	?	?	-8%	-13%
C=CCc1ccccc1OC[C@H](O)CNC(C)C	7%[21.4 µM]	16%[21 µM]	.	.	.	.	3%[29.3 µM]	-1%[12 µM]	.
CCOCCCNC(=S)Nc1ccc2nc(N3CCOCC3)cc(C)c2c1	-1%	-4%	5	0%	9%	34%[activator]	6%	-3%[60.1 µM]	-7%
O=C(CC1C[C@H](C(=O)N2CCCCC2)[C@@]2(CCc3ccccc3)c3[nH]c4ccccc4c3CCN2C1=O)NCCc1ccccn1 (stereo partly drawn)	.	.	.	-4%	.	37%[activator]	.	6%	-17%
O=C(c1ccccc1)n1nc(-c2ccccc2)nc1NCc1ccc(F)cc1	-10%	.	.	-8%	30%	-17%	-10%	-14%	-4%
CCOc1ccc(NC(=O)Cn2c(=O)n(CC3CCC(C(=O)NCCc4ccccc4)CC3)c(=O)c3ccccc32)cc1 (stereo not drawn)	1%	.	.	-1%	-2%	-13%	5%	-25%	-9%
O=C(c1ccccc1)c1ccc(OC(=O)C2CCCCC2)cc1	-9%	14%	-6	i	?	19%	-11%	-2%	-7%
CCc1cccc(NC(=O)CNC(=O)N2CC(=O)Nc3ccccc32)c1	-3%	24%	22	i	28%	28%	-4%	-6%	-4%
CCOC(=O)C1CCCN(C(=O)COC(=O)c2cccs2)C1 (stereo not drawn)	.	27%	0	5%	.	91%[activator]	.	-7%	-8%
CC(C)CN1CCC(=O)N(C(CSc2ccc(Br)cc2)Cc2ccccc2)CC1 (stereo not drawn)	-4%	-6%	.	.	.	1%	67%[activator]	-10%	.
COCCCNC(=O)CN1C(=O)CSc2ncccc21	1%	-3%	.	7%	5%	1%	-3%	-9%	-8%
CC(=O)Nc1ccc(N(C(=O)c2ccco2)C(C(=O)NC2CCCC2)c2cccs2)cc1 (stereo not drawn)	-3%	-1%	-7	-2%	3%	160%[activator]	-14%	-12%	-8%
Cc1nc2ccccc2nc1OCc1cccc(Cl)c1	4%	3%	-4	i	27%	11%	8%	-9%	-2%
CN(C)c1ccc(-c2cc(O)c3ncccc3c2)cc1	.	23%&-18%	.	0%	.	-18%	.	-7%	-10%
Nn1c(-c2ccccc2)nc2cc(Cl)ccc2c1=O	-4%	27%	-4	i	8%	6%	-13%	-13%	?
O=C(O)c1ccc(-c2nc(-c3ccccc3)cs2)cc1	2%	-2%	4	0%	2%	?	-2%	-26%	-11%
COc1nc(N(C)S(=O)(=O)c2ccc(C)cc2)nc(C)c1Br	-3%	-5%	2	-2%	7%	-3%	-3%	-14%	-11%
O=C(c1ccc(Cl)c(Cl)c1)N1CCCC1	1%	2%	3	-6%	3%	?	-16%	1%	-7%
COc1ccc(C(=O)NCC(=O)NCC(=O)OCC(=O)c2cccs2)cc1	3%	1%	-5	7%	6%	142%[activator]	42%[activator]	-5%	-4%
Cc1cc(C)nc(Nc2cccc(C(F)(F)F)c2)n1	-12%	-25%	-5	7%	1%	?	?	-7%	-9%
Nc1ccc(Br)c[n+]1Cc1cccc2cccnc12	18%	4%	7	2%	-13%	-8%	-3%	-1%	-3%
Cc1ccc(/C=C2\SC(=S)N(CCC(=O)N3CCCCC3)C2=O)cc1	0%	46%[activator]	2	-4%	12%	29%	-7%	-16%	-4%
Cc1ccc(/C=C(\NC(=O)c2ccccc2)C(=O)NC2CCN(Cc3ccccc3)CC2)o1	1%	-10%	-14	9%	36%	16%	-17%	-11%	-4%
O=C(/C=C/c1ccco1)NCC(=O)N/N=C/c1ccc([N+](=O)[O-])cc1	-13%	-8%	-6	.	?	40µM*	?	?	45µM*
CCOC(=O)[C@H]1[C@H]2COc3ccc(C)cc3[C@@H]2N2C(=O)CN(Cc3ccco3)C(=O)[C@@]12C	.	-10%	.	1%	.	-9%	.	-6%	-2%
CC(=O)N1Cc2cc(N)ccc2Oc2ccccc21	-4%	-6%	-9	0%	2%	15%	-5%	-1%	-20%
CCNc1ccc(C(=O)OCC(=O)N2CCCC2)cc1[N+](=O)[O-]	-2%	26%	-2	-4%	25%	112%[activator]	-9%	-8%	-24%
Cc1ccc(/C=C/C(=O)OCC(=O)NCCN2C(=O)CSC2=O)cc1	-5%	-7%	18	-8%	0%	?	-5%	-23%	-15%
Cc1ccc(C(C)C)cc1S(=O)(=O)NC1CC(C)(C)NC(C)(C)C1	-4%	20%	-17	-9%	-1%	36%[activator]	-13%	15%	-16%
COC(=O)c1cc(C(=O)NCCN2C(=O)S/C(=C\c3cccs3)C2=O)cc([N+](=O)[O-])c1	2%	4%	2	17%	-23%	9%	-8%	-9%	-13%

Given with values under each structure: entries from further up
Below each SMILES – BLM inh	APEX1 inh	RXFP1 antag	Tb PGK inh	Pol beta inh	Pol iota inh	Anesthetic bind	POLK inh	POLH inh
CCOc1ccc(/C=C/C(=O)c2c(O)cc(C)oc2=O)cc1
    -7%	-13%	-18	-11%	-5%	?	?	-8%	-13%
Cc1ccc(/C=C/C(=O)OCC(=O)NCCN2C(=O)CSC2=O)cc1
    -5%	-7%	18	-8%	0%	?	-5%	-23%	-15%
CCNc1ccc(C(=O)OCC(=O)N2CCCC2)cc1[N+](=O)[O-]
    -2%	26%	-2	-4%	25%	112%[activator]	-9%	-8%	-24%

(cont.)
SMILES	BLM inh	APEX1 inh	RXFP1 antag	Tb PGK inh	Pol beta inh	Pol iota inh	Anesthetic bind	POLK inh	POLH inh
Cc1cccc(C(C)C)c1NC(=O)Cn1c(=O)oc2cc(S(=O)(=O)N3CCCC3)ccc21	-2%	.	4	.	60%	-4%	-17%	0%	.
CCOc1ccc(-c2nc(C)sc2CC(=O)O)cc1	0%	5%	-6	0%	24%	-6%[58.9 µM]	-8%	1%	-11%
COc1ccc(C(=O)Nc2ccc(-c3n[nH]c(=S)o3)cc2)cc1OC	-6%	35%	2	.	4%	-2%	-3%	6%	-4%
O=C(N1CCCCC1)N1CCN(S(=O)(=O)c2ccccc2)CC1	0%	-3%	3	-1%	31%	2%	-1%	-4%	-4%
Cc1nc2sccn2c(=O)c1S(=O)(=O)N1CCN(c2cccc(Cl)c2)CC1	-2%	4%	-14	-6%	-24%	-33%	-7%	-9%	-1%
COc1ccc(OC)c(N(CC(=O)NCCSC2CCCCC2)S(=O)(=O)c2ccccc2)c1	-2%	-8%	-6	7%	?	28%	-7%	-12%	-6%
Cc1ccc(S(=O)(=O)NCCCNS(=O)(=O)c2ccc(C)cc2)cc1	.	17%	0	-10%	.	1%	.	-13%	?
CN(C(=O)COc1ccccc1C(=O)NCc1ccccc1)C1CCS(=O)(=O)C1 (stereo not drawn)	.	-7%	-11	2%	.	14%	.	-18%	-1%
O=C(CSCC(=O)N1CCOCC1)Nc1nc(-c2ccccc2)cs1	0%	-7%	-11	7%	0%	-10%	-14%	0%	0%
